# pAkt inh – HTS Assay for Inhibitors of Akt Phophorylation: Primary Screen. Neuro2A IGF-stimulated pAkt S473 HTRF, 20 min; active compounds read low. 360,000 tested, 0.32% active. activity change, % for hits at 50 µM; in the data active means activity change below about -80%; inconclusive means mostly about -51% to -80%; further: on the % scale 0 is the no-effect control and ±100 the full control effect
#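 Neuro2A cells (4,500/well, DMEM with 0.5% FBS) were treated with compound at a single 50 µM final concentration, stimulated with 6 nM IGF for 20 min at 37 °C, and lysed. Phospho-Akt Ser473 was read by HTRF as 665/615 ratio ×10^4.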
# Nrf2 block – Nrf2 qHTS screen for inhibitors; Potency, µM (doses to about 46 µM), without a hit: top-dose activity change, negative = inhibition, usual class: inhibitors; 360,000 tested, 2.1% active; A549 ARE-Fluc reporter, luciferase luminescence, 18-24 h; further: potency means the concentration at half of the fitted maximal effect; on the % scale 0 is the no-effect control and ±100 the full control effect; nearly all actives have a fitted effect of over 60% in size
#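 A549 ARE_Fluc cells, 5000/well, 5% FBS OPTI-MEM; compounds in dose-response, 18-24 h at 37 °C/5% CO2; CellTiter-Fluor viability read (Ex 405/Em 525), then BugLite luciferase luminescence = Nrf2 activity.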
# Nrf2 ARE act – qHTS of Nrf2 Activators; Potency, µM (doses to about 46.1 µM), for inactives: at the top dose activation, usual class: activators; AREc32 ARE-luciferase reporter (MCF7-derived line), luminescence, 24 h; 410,000 tested, 0.31% active; further: potency means the concentration at half of the fitted maximal effect; % of control where 0% means no effect; nearly all actives have a fitted effect of over 65% in size
#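 For detection, Steady-Glo was added and plates sat 30 min at RT; before that, AREc32_Fluc cells grown overnight in OPTI-MEM/5% FBS had been treated with 23 nL compound for 24 hr at 37 deg C.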
# TGFb SMAD3 inh – qHTS for Inhibitors of TGF-b; HepG2 CAGA-GFP TGF-b/SMAD3 reporter, GFP fluorescence, 18 h; TGF-beta stimulated, 500 pg/mL final; Potency, µM (series often up to 46.1 µM), for the others: top-dose activity, negative = inhibition, hits mostly inhibitors; 410,000 tested, 1.2% active; further: potency means the concentration at half of the fitted maximal effect; on the % scale 0 is the no-effect control and ±100 the full control effect; nearly all actives have a fitted effect of over 65% in size
#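 HEPG2 CAGA-GFP, 1000 cells/well; 2 h settle, 37 C; cpd via pin tool; TGF-b 500 pg/mL final; 18 h, 37 C; GFP imaging ex488/em500-530; %Activity normalised to -TGF-b and +DMSO controls; CRC fit, curve class.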
# EPAC2 ag – qHTS for Agonist of cAMP-regulated guanine nucleotide exchange factor 4 (EPAC2): primary screen; EPAC2 activation, biochemical qHTS; response scale: 100% = 6.5 mM cAMP response; Potency, µM (series often up to 154 µM), for the others: top-dose activation, most hits filed as activators; AID 720711, 2013; Rap guanine nucleotide exchange factor 4 (Homo sapiens), Q8WZA2; 360,000 tested, 0.079% active; further: potency means the concentration at half of the fitted maximal effect; nearly all actives have a fitted effect of over 50% in size
# Target sequence (Q8WZA2 whole entry, looked up): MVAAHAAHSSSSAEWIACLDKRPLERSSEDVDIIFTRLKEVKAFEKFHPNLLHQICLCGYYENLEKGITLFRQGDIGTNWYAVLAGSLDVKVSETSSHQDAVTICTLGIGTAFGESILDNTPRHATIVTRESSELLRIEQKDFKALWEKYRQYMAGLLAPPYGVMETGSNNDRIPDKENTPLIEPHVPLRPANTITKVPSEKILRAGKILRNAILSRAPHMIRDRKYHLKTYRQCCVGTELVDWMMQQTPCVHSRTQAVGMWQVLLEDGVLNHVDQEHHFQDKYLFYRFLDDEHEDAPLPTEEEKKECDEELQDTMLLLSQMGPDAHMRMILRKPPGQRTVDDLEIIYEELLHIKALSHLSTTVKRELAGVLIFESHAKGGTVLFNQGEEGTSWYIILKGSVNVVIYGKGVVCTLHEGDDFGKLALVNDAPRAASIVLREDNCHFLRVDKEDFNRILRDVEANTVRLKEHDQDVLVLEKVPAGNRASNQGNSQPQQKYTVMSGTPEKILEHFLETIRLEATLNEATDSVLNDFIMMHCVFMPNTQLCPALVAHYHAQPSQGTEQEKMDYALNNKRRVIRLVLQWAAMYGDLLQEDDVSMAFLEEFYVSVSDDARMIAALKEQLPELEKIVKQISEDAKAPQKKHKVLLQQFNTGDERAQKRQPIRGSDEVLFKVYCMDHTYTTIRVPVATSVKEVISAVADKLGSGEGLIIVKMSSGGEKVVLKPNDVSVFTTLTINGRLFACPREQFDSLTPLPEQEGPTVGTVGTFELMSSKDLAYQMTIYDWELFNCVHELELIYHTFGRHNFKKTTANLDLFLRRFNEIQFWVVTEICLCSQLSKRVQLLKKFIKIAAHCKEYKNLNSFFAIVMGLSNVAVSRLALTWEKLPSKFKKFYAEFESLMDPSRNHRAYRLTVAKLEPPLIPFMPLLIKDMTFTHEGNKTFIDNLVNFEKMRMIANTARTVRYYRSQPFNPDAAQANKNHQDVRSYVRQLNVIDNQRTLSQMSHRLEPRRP
#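 Exchange assay: 100 nM EPAC2 with 250 nM Rap1B-BODIPY-GDP and 50 uM GDP. Fluorescence (ex 480/em 540 nm) read every 5 min for 30 min at room temperature. Data normalized to 6.5 mM cAMP as agonist control.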
# CCT chaperon mod – High-Throughput Screening for Modulators of Cytosolic Chaperonin Activity; purified chaperonin ATPase assay, HTRF ADP detection, 30 min; activity change, % (test concentration not listed), hits read low; 360,000 tested, 0.3% active; AID 651819, 2012; in the data active means activity change below about -30%; further: on the % scale 0 is the no-effect control and ±100 the full control effect
#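 Nucleotide hydrolysis assay: TRiC at 20–40 nM final (set by batch activity) with 10 uM ATP, 30 min at 37 °C, in presence of 76 uM compound. Detection by competitive ADP HTRF, 30 min ambient.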
# MmCpn inh – Inhibitors of TCP-1 ring complex (TRiC) of Methanococcus maripaludis (MmCpn): qHTS. Potency, µM (top dose mostly 76.9 µM), for the others: top-dose activity, negative = inhibition, hits mostly inhibitors. purified Mm-Cpn ATPase, ADP Transcreener TR-FRET. Chaperonin Mm-Cpn (Methanococcus maripaludis). 330,000 tested, 0.031% active; further: potency means the concentration at half of the fitted maximal effect; on the % scale 0 is the no-effect control and ±100 the full control effect; nearly all actives have a fitted effect of over 80% in size
#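 ATPase read-out: TR-FRET ADP immunoassay (anti-ADP Eu cryptate vs ADP-d2), ex 320 nm, em 590/665 nm; signal drops as ADP forms. Enzyme 25 nM, ATP 10 uM, 30 min at 37°C after 10 min compound preincubation.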
# A549 viability – Nrf2 qHTS screen for inhibitors: counterscreen for cytotoxicity | A549 ARE-Fluc cells, CellTiter-Fluor viability, 18-24 h | Potency, µM (top dose mostly 46 µM), inactives show at the highest dose activity change, negative = cytotoxicity, most hits filed as inhibitors | 390,000 tested, 0.16% active | AID 504648, 2011; further: potency means the concentration at half of the fitted maximal effect; on the % scale 0 is the no-effect control and ±100 the full control effect
#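 Cytotoxicity counterscreen: CellTiter-Fluor fluorescence was measured in A549 ARE_Fluc cells after 18-24 h of compound exposure in a concentration series. The subsequent BugLite luminescent read reports ARE-luciferase activity.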
# EPAC2 antagonist – qHTS for Antagonist of cAMP-regulated guanine nucleotide exchange factor 2 (EPAC2): primary screen; Rap guanine nucleotide exchange factor 4 (Homo sapiens), Q8WZA2; EPAC2 GEF exchange of Rap1B-BODIPY-GDP, fluorescence; Potency, µM (highest dose often 114 µM), for the others: at the top dose activity, negative = inhibition, hits mostly inhibitors; 360,000 tested, 0.18% active; AID 720708, 2013; further: potency means the concentration at half of the fitted maximal effect; on the % scale 0 is the no-effect control and ±100 the full control effect; nearly all actives have a fitted effect of over 45% in size; many of its hits are not listed in these tables
# * hit, by the source's call; i = inactive; ? = inconclusive; nt = no result given; [ ] = another dose, or the depositor's remark. Unless noted, the call rests on the fitted dose curve; in most records, active means well fitted curve in the direction sought with a large enough effect; inconclusive means small, poorly fitted or top-dose-only effect, or another doubt; inactive means no such curve, though single readings can be large; an effect the other way counts as inactive or inconclusive. This is a subset; count on the stated rates, not on these rows.
SMILES,pAkt inh,Nrf2 block,Nrf2 ARE act,TGFb SMAD3 inh,EPAC2 ag,CCT chaperon mod,MmCpn inh,A549 viability,EPAC2 antagonist
O=Cc1cn(CCOc2ccccc2F)c2ccccc12,i,?,6.9%,-20%,8%,-1.9,0%,-22%,-15%
O=C1c2ccccc2C(=O)N1CCc1ccccc1,i,?,7.5%,-9%,15%,2.2,nt,3%,6%
CC(Oc1ccccc1)C(=O)N=Nc1c(O)[nH]c2ccc([N+](=O)[O-])cc12 (stereo not given),i,21%,25%,-18%,-4%,0.5,1%,0%,-17%
C/C(CCc1ccc2c(c1)OCO2)=N\N=C(/N)SC1CC(=O)N(c2ccc(Cl)cc2)C1=O (stereo not given),i,6%,0.0%,?,13%,0.9,1%,-11%,-15%
CCc1ccc(CN(C)CCc2ccccn2)cc1,i,0%,-0.4%,9%,2%,0.6,1%,-11%[1.84 µM],10%
COc1ccc(OC)c(CN2C(=O)c3ccccc3C2c2nnnn2-c2ccc3c(c2)OCCO3)c1 (stereo not given),i,nt,-1.1%,nt,17%,1.6,nt,nt,-4%
c1coc(CSSCc2ccco2)c1,i,3%,?,?,-1%,1.1,2%,-14%,3%
COc1ccc(C(=O)NCCc2cn3ccccc3n2)cc1,i,12%,-0.2%,-9%,-2%,-1.6,3%,-1%,-2%
O=C(CNC(=O)c1ccc(Br)cc1)N/N=C/c1ccc[nH]1,i,-8%,-0.6%,-5%,-6%,1.8,1%,-8%,10%
COc1ccc2c(CC(=O)NCc3cccs3)coc2c1,i,18%,3.9%,10%,3%,-0.8,0%,-1%,0%
COC(=O)c1ccc(CSc2nncn2N)cc1,i,-2%,-0.4%,7%,14%,-1.0,-2%,3%,2%
CC(=O)Oc1ccc(CC(C(=O)O)N2C(=O)c3ccccc3C2=O)cc1 (stereo not given),i,-22%,-0.8%,0%,-4%,2.9,2%,-4%,12%
CCOc1ccc(NC(=O)CN(C)C(=O)Cc2ccc3c(c2)OCCO3)cc1OCC,i,nt,2.5%,-1%,-2%,-0.1,nt,nt,-1%
c1ccc(-c2noc(CN3CCN(c4cnccn4)CC3)n2)cc1,i,-25%,2.2%,-15%,-1%,-2.8,4%,1%,-5%
CN(C)C(CNC(=O)c1cc(Br)ccc1Cl)c1ccco1 (stereo not given),i,2%,2.5%,12%,10%,0.2,2%,-8%,2%

# A second format for 4 compounds above:
mol: O=C1c2ccccc2C(=O)N1CCc1ccccc1
  pAkt inh: i	Nrf2 block: ?	Nrf2 ARE act: 7.5%	TGFb SMAD3 inh: -9%	EPAC2 ag: 15%	CCT chaperon mod: 2.2	MmCpn inh: nt	A549 viability: 3%	EPAC2 antagonist: 6%
mol: CC(Oc1ccccc1)C(=O)N=Nc1c(O)[nH]c2ccc([N+](=O)[O-])cc12 (stereo not given)
  pAkt inh: i	Nrf2 block: 21%	Nrf2 ARE act: 25%	TGFb SMAD3 inh: -18%	EPAC2 ag: -4%	CCT chaperon mod: 0.5	MmCpn inh: 1%	A549 viability: 0%	EPAC2 antagonist: -17%
mol: C/C(CCc1ccc2c(c1)OCO2)=N\N=C(/N)SC1CC(=O)N(c2ccc(Cl)cc2)C1=O (stereo not given)
  pAkt inh: i	Nrf2 block: 6%	Nrf2 ARE act: 0.0%	TGFb SMAD3 inh: ?	EPAC2 ag: 13%	CCT chaperon mod: 0.9	MmCpn inh: 1%	A549 viability: -11%	EPAC2 antagonist: -15%
mol: CCc1ccc(CN(C)CCc2ccccn2)cc1
  pAkt inh: i	Nrf2 block: 0%	Nrf2 ARE act: -0.4%	TGFb SMAD3 inh: 9%	EPAC2 ag: 2%	CCT chaperon mod: 0.6	MmCpn inh: 1%	A549 viability: -11%[1.84 µM]	EPAC2 antagonist: 10%

# The results go on.
SMILES,pAkt inh,Nrf2 block,Nrf2 ARE act,TGFb SMAD3 inh,EPAC2 ag,CCT chaperon mod,MmCpn inh,A549 viability,EPAC2 antagonist
O=C(COC(=O)/C=C/c1ccccc1)NC(=O)NC1CCCCC1,i,-2%,0.4%,-4%,17%,-0.5,0%,-2%,-5%
CCn1c(=NC(=O)c2ccc(S(=O)(=O)N3CCOCC3)cc2)sc2cccc(OC)c21,i,?,-0.4%,-4%,-3%,0.2,-22%,-11%,3%
O=C1N=C(c2ccccc2)S/C1=C\c1cccs1,i,-8%,29%,-10%,-1%,-1.7,-3%,-5%,-4%
Cc1sc(NC(=O)c2cccc(N3C(=O)CCC3=O)c2)nc1-c1ccccc1,i,-21%,0.2%,0%,14%,-1.5,-22%,-21%,-7%
CCOc1ccccc1OCC(=O)Nc1cc(C)on1,i,9%,3.3%,16%,1%,-2.5,5%,2%,19%
Cc1cc(NC(=O)CSc2nncn2-c2ccccc2)no1,i,-3%,-0.1%,3%,10%,-6.9,2%,9%,9%
N#Cc1cccc(-n2nnnc2-c2ccc3c(c2)OCO3)c1,i,20%,0.1%,-5%,4%,0.9,-1%,-4%,0%
COC(=O)C[C@H]1C[C@H]2c3cc(NS(=O)(=O)c4cccc(OC)c4)ccc3O[C@H]2[C@@H](CO)O1,i,nt,0.4%,22%,6%,0.6,nt,nt,-12%
CC(=O)N1CCN(C(=O)c2ccc(NS(=O)(=O)c3cc(C)ccc3C)cc2)CC1,i,-15%,-0.6%,3%,4%,0.2,1%,0%,-5%
Cc1ccc(NC(=O)CCC(=O)N/N=C/c2cc([N+](=O)[O-])ccc2O)cc1,i,?,1.4%,-9%,-17%,0.9,1%,-13%,0%
Oc1ccccc1Cn1c(-c2ccccc2O)nc2ccccc21,i,11%,8.1%,?,9%,0.2,nt,0%,1%
COc1ccccc1CNC(=O)CCn1nc(C)c2c(C)n(-c3ccccc3)nc2c1=O,nt,-4%,-0.5%,1%,nt,nt,nt,15%,nt
CCC(=O)Nc1ccc(C(=O)COC(=O)CCN2C(=O)C3CC=CCC3C2=O)cc1 (stereo not given),i,2%,-0.5%,-2%,7%,-0.3,?,0%,1%
Cc1c[n+]([O-])ccc1Oc1ccc([N+](=O)[O-])cc1,i,-7%,0.1%,?,12%,-2.8,-4%,0%,17%
COc1cccc(C=NN(C)c2c([N+](=O)[O-])cc(C(F)(F)F)cc2[N+](=O)[O-])c1O,i,nt,28%,?,7%,-3.5,nt,nt,?
c1ccc(Oc2cccc(CN3CCOCC3)c2)cc1,i,nt,-0.6%,34%[activator],-1%,0.3,0%,25%,6%
Cc1cccc(C)c1NC(=O)c1cccc(C(=O)Nc2c(C)cccc2C)n1,i,?,-0.2%,-10%,11%,-1.6,nt,1%,0%
COc1ccc(NC2=CC(c3ccccc3)N(c3ccc(OC)cc3)C2=O)cc1 (stereo not given),i,3%,2.5%,-6%,7%,2.5,0%,11%,2%
COc1cnn(-c2cccc(C(F)(F)F)c2)c(=O)c1Cl,i,12%,2.8%,9%,-2%,-0.1,nt,0%,0%
O=C1ON=C(c2ccccc2)/C1=C/c1ccccc1,i,?,3.0%,1%,-7%,0.1,2%,8%,?
COCCNC(=O)CN(c1ccc(C)cc1)S(=O)(=O)c1ccccc1,nt,4%,-0.6%,-20%,6%,0.8,0%,2%,4%
COc1cc2ccc(C(=O)O)cc2cc1OC,i,nt,-0.3%,-9%,11%,-5.0,nt,nt,1%
COC(=O)c1ccccc1NC(=O)NCc1cccnc1,i,6%,0.5%,-7%,3%,-1.8,2%,0%,12%
C=CC1=C2C=C(C3CC3)N(C3CC3)C=C2C(=O)C(C)(OC(=O)c2ccco2)C1=O (stereo not given),i,-6%,0.7%,22%,4%,-0.6,nt,1%,3%
Cc1ccc(NC(=O)CCCc2nnc3n(C)c(=O)c4sccc4n23)cc1F,nt,?,2.6%,-5%,nt,nt,nt,4%,nt
CN(C)c1ccc(CNC(=O)C2CCCN(S(=O)(=O)c3ccc4c(c3)oc(=O)n4C)C2)cc1 (stereo not given),nt,9%,-0.7%,2%,nt,nt,nt,9%,nt
O=C(Nc1nnc(C2CCCC2)s1)C1CCC1,i,12%,2.8%,-1%,12%,0.8,2%,7%,1%
CC/C(C)=N/Nc1ccc(S(=O)(=O)N2CCCC2)cc1[N+](=O)[O-],i,?,-0.9%,10%,5%,-1.7,0%,-6%,-5%
CC12CN(C(=O)c3ccc([N+](=O)[O-])cc3)CC(C)(CN(C(=O)c3ccc([N+](=O)[O-])cc3)C1)C2=O,i,14%,-0.7%,0%,11%,-2.1,2%,5%,22%
CCOc1ccc(S(=O)(=O)N(CC(=O)NCC2CCCO2)c2ccc(F)cc2)cc1 (stereo not given),i,1%,0.4%,14%,2%,-2.9,1%,1%,4%
O=c1c2[nH]c3ccccc3c2ncn1Cc1ccncc1,-94%*,?,0.1%,9%,-2%,2.3,0%,-4%,7%

# Fetched one by one from above:
SMILES,pAkt inh,Nrf2 block,Nrf2 ARE act,TGFb SMAD3 inh,EPAC2 ag,CCT chaperon mod,MmCpn inh,A549 viability,EPAC2 antagonist
CC/C(C)=N/Nc1ccc(S(=O)(=O)N2CCCC2)cc1[N+](=O)[O-],i,?,-0.9%,10%,5%,-1.7,0%,-6%,-5%
Cc1ccc(NC(=O)CCCc2nnc3n(C)c(=O)c4sccc4n23)cc1F,nt,?,2.6%,-5%,nt,nt,nt,4%,nt

# Compound activity from PubChem BioAssay.
